Screening data as filed in PubChem.
SMARCA2 activ – SMARCA2 function activation, primary screen. MG213 cells, MMTV-luciferase reporter, dexamethasone, overnight. actives 1% (n = 370,000). AID 652017. activation, % at 9.1 µM; in the data active means activation above about 7.8%;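 further: 0% = vehicle wells and 100% = reference activator wells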
ADAM17 inh – inhibitors of human ADAM17; recombinant ADAM17, EDANS/DABCYL FRET peptide cleavage; inhibition, % at 6.95 µM; actives 0.83% (n = 370,000); AID 720648;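 active means inhibition above the mean of compounds lying between control limits plus 3 SD, set per campaign, cut at about 8.5% in these data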;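 further: 0% = DMSO-only wells as the low control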
PLCg1 inh – blocks human PLC-gamma1 enzyme activity | P19174 | purified PLC-gamma1, fluorogenic substrate, fluorescence | inhibition, % at 12.2 µM | actives 0.84% (n = 370,000); in the data active means inhibition above about 9.5%
ssDAF-12 act – activates DAF-12 receptor from parasite S. stercoralis; HEK293 ssDAF-12/GRIP1 lit1-tk-luc reporter, luminescence; % of 3 µM dafachronic acid response; activation, % at 6.8 µM; actives 1% (n = 370,000);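 active means activation above the mean over all tested compounds plus 3 SD, cut at about 0.9% in these data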;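 further: 0% = DMSO-only wells and 100% = 3 µM delta7-dafachronic acid wells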
PLC-beta3 inh – blocks human PLC-beta3 enzyme activity | Q01970 | Purified PLC-beta3, fluorogenic substrate, fluorescence | inhibition, % at 12.2 µM | actives 0.18% (n = 370,000) | AID 720704; in the data active means inhibition above about 11%;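 further: 0% = median of compound wells on plate and 100% = full blocker control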
Target sequence (Q01970 whole entry, looked up): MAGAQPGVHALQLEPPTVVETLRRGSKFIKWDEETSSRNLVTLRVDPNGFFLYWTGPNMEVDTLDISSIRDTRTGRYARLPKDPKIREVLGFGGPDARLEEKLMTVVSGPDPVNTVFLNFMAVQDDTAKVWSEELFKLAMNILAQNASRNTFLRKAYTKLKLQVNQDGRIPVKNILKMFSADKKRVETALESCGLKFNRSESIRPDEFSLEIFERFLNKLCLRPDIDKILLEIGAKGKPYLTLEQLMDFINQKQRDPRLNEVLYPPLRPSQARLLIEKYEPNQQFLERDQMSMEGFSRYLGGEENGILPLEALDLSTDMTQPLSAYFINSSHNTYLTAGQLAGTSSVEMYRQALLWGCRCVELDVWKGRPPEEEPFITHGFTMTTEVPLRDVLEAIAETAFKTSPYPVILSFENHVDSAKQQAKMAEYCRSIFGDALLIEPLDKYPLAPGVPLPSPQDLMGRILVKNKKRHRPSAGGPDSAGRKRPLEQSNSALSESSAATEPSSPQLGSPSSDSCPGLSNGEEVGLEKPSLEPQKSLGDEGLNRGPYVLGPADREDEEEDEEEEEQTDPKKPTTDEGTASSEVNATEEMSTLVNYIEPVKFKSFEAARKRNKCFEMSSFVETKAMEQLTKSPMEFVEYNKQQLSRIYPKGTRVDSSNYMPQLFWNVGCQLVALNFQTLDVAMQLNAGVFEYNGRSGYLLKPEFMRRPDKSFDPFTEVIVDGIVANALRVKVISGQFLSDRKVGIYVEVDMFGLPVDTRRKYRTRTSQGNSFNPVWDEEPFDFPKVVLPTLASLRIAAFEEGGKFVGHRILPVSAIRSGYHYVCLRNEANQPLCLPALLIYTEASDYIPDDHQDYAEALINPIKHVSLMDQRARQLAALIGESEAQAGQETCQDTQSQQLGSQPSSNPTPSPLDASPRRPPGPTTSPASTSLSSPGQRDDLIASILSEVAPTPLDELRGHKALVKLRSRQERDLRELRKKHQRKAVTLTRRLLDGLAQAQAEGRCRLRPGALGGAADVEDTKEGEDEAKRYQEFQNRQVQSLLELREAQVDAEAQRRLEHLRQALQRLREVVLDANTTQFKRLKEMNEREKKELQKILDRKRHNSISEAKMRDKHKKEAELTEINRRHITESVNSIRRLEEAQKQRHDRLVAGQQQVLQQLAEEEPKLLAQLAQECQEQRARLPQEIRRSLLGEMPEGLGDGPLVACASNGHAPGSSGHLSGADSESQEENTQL
DAX1 inh-1 – inhibitors of DAX1 repression of SF-1 activated StAR promoter. HEK293T StAR-luciferase reporter, SF-1/DAX-1 repression relief. inhibition, % at 6.8 µM. AID 652010. actives 1.1% (n = 370,000);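 active means inhibition above the mean over all tested compounds plus 3 SD, cut at about 3.6% in these data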;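 further: 0% = DAX-1 cells with DMSO and 100% = cells lacking DAX-1 with DMSO; higher inhibition means more luminescence from relief of DAX-1 repression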
hgDAF-12 ag – agonists of H. glycines DAF-12 nuclear receptor | HEK293 GAL4-hgDAF12 UAS-luciferase reporter, agonist luminescence; normalized to butyrate control | AID 687014 | activation, % at 6.8 µM | actives 1.8% (n = 370,000);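 active means activation above a cutoff set at the mean of all screened compounds plus 3 SD, cut at about 10% in these data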;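 further: 0% = DMSO wells and 100% = sodium butyrate wells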
DAX1 inh-2 – inhibits human nuclear receptor DAX1 | actives 0.99% (n = 340,000) | AID 504766 | P51843 | inhibition, % at 6.75 µM | HEK293 Gal4-DAX1 luciferase reporter, luminescence;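 active means inhibition above the mean over all tested compounds plus 3 SD, cut at about 4.2% in these data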;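 further: 0% = DAX1-transfected cells with DMSO and 100% = empty-vector control cells with DMSO; inhibition shows as a rise in luminescence from relieved DAX1 repression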
MBD2 inh – inhibitors of human MBD2 binding to methylated oligonucleotide; TR-FRET; inhibition, % at 4.4 µM; actives 0.31% (n = 370,000); AID 686964; in the data active means inhibition above about 13%
Rev-erbA mod – modulators of human Rev-erb alpha DNA binding | Rev-erbα–FITC-DNA binding, fluorescence polarization, 90 min | actives 0.79% (n = 370,000) | activity, % at 10 µM;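 active means activity above about 14%, limit read from the data; passing the limit was not always enough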;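 further: 0% = DMSO wells with 35 nM protein and 100% = DMSO wells with 750 nM protein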
hcDAF12 agonist – H. contortus DAF-12 activation, primary screen; activation, % at 6.8 µM; AID 652067; HEK293 hcDAF-12 lit1-tk-luc reporter, luminescence; 0% DMSO, 100% Δ7-dafachronic acid; actives 1.4% (n = 370,000);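 active means activation above the mean of all tested compounds plus 3 SD, cut at about 5.5% in these data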;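 further: 100% = response to 3 µM Δ7-dafachronic acid high control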
* = called active by the depositor; i = inactive; nt = no result given. Not a hit list, and some 7.4% of all compounds hit somewhere here.

structure	SMARCA2 activ	ADAM17 inh	PLCg1 inh	ssDAF-12 act	PLC-beta3 inh	DAX1 inh-1	hgDAF-12 ag	DAX1 inh-2	MBD2 inh	Rev-erbA mod	hcDAF12 agonist
CCc1nnc(NC(=O)CSc2ccc(Cl)cc2)s1	-2	-7	-3	-0.7	-9	0.1	-0.8	1.7	3	-2	-2.3
COCCn1c(SCC(=O)Nc2ccccc2C(F)(F)F)nc2ccccc2c1=O	2	-1	4	-1.0	0	-0.5	-2.8	0.2	1	-4	-1.0
CCOC(=O)N1CCN(C(=O)c2ccc(Cl)nc2)CC1	-4	-5	4	-0.7	-6	-0.2	-3.8	1.6	-3	0	-1.1
COc1ccc(C(=O)O)cc1NCc1ccc(C)s1	-2	-8	0	-0.1	-10	0.3	2.2	0.2	3	1	-0.4
O=C(COC(=O)c1ccc(Cl)nc1)NCCc1ccc(Cl)cc1	-4	-3	6	-0.2	1	-0.1	2.5	-1.0	-1	2	-0.7
CC1=Nc2cc(C(=O)NCC3CCCO3)ccc2Sc2ccc(Br)cc21 (centres undefined)	-4	-2	-1	-1.5	-3	-1.9	7.2	-1.8	1	2	-3.1
Nc1cc(N)cc(-c2nc3ccccc3[nH]2)c1	-2	2	-51	-0.5	-63	0.8	1.6	-0.1	-9	2	8.9*
CCOc1ccc(N=C2NC(=O)/C(=C/C(=O)OC)S2)cc1	1	1	3	-1.1	-2	-0.8	2.1	-0.3	0	-1	-2.8
O=C(O)c1cc2c(=O)c3ccccc3oc2nc1C(F)(F)F	-2	-14	-17	-0.8	-29	0.0	0.5	1.8	-5	3	1.3
CCCCc1ccc(NC(=O)CSc2nnc(C)c(=O)n2N)cc1	0	0	0	-0.7	-6	-1.1	-1.0	-0.6	-4	-4	0.4
COc1ccc(S(=O)(=O)N2CCOCC2)cc1NC(=O)CC1CC2CCC1C2 (centres undefined)	-1	-2	3	-0.8	-4	-1.1	1.9	0.2	-5	14	-0.1
Cc1ccc(S(=O)(=O)N(C)c2cc(S(=O)(=O)Nc3ccncc3)c(C)cc2C)cc1	1	1	-27	-1.6	2	0.2	-2.8	-1.3	1	-3	-0.7
Cn1ccc2c(N3CCCCCCC3)cc3c(c21)C1CCC3O1 (centres undefined)	-7	-6	-30	-1.3	-48	-1.4	-3.4	nt	-4	5	-0.7
O=C(CN1CCC(n2nnc3cc(F)ccc32)CC1)NCCc1nc2ccccc2[nH]1	-3	-6	-2	-1.9	-5	-0.7	-2.4	-0.3	3	-3	0.2
CC(=O)Nc1cccc(-c2nc3ccc(NC(C)=O)cc3s2)c1	6	i	i	0.8	i	1.4	19*	1.1	1	1	3.7

Additional records.
structure	SMARCA2 activ	ADAM17 inh	PLCg1 inh	ssDAF-12 act	PLC-beta3 inh	DAX1 inh-1	hgDAF-12 ag	DAX1 inh-2	MBD2 inh	Rev-erbA mod	hcDAF12 agonist
Cc1ccc(OCCn2cc(/C=N/NC(=O)c3ccncc3)c3ccccc32)cc1	-1	4	-21	-0.8	-20	-0.5	-0.5	0.1	-5	3	-2.3
CCOC(=O)C1(CCc2ccccc2)CCN(C(=O)CCn2cnnn2)CC1	1	-4	1	-0.4	-1	0.1	4.2	0.0	-7	-1	2.0
CCOC(=O)N1CCN(C(=O)COCc2cc(-c3ccc4c(c3)OCO4)on2)CC1	-2	-2	-2	-0.9	-8	-0.1	1.1	-0.3	-3	2	-1.5
CCCCN(C(=O)c1cccc(-c2ccc(OC(C)=O)cc2)c1)c1c(N)n(CCC)c(=O)[nH]c1=O	-2	0	1	-1.7	-1	1.0	3.9	0.9	-2	-4	-1.0
Cc1cccc(N(CC(=O)N2CCN(c3ccc(F)cc3)CC2)S(C)(=O)=O)c1C	0	-2	2	-1.7	2	0.1	-3.8	nt	-4	4	-1.7
COc1c(/C=N/Nc2ccc(C(=O)O)cc2)c(CCN(C)C(C)=O)cc2c1OCO2	-1	-2	-5	-1.1	-9	0.0	-0.6	-1.0	0	-6	-0.3
NS(=O)(=O)c1ccc(CNC(=S)NC2CC2)cc1	-2	1	2	-1.3	0	-0.3	-1.5	1.7	-4	4	0.2
O=C(O)c1ccc(Cl)c(S(=O)(=O)Nc2ccc3[nH]c(=O)[nH]c3c2)c1	-5	-7	-10	-0.8	-18	1.1	0.3	0.7	-7	-8	-0.4
CCN1/C(=C/C=C/c2oc3ccc(-c4ccccc4)cc3[n+]2CC)Oc2ccc(-c3ccccc3)cc21	-12	3	-169	-2.9	-249	-7.5	-14	-2.0	-10	139*	-5.9
O=C(NC1CCCCN(Cc2cccc(C(F)(F)F)c2)C1=O)c1ccc(COc2ccccc2)cc1 (centres undefined)	-4	6	0	-2.5	0	-4.6	-3.8	nt	1	-6	-5.0
COC(=O)[C@]12C[C@H](CC(=O)NCc3cccs3)C(=O)N(CCc3ccc(OC)c(OC)c3)C1=C[C@H](C(C)C)O[C@@H]2C1CC1	-3	1	0	-0.6	2	0.4	1.9	nt	7	-1	-3.1
COC(=O)c1ccccc1NC(=O)c1cc(OC)cc(OC)c1	-3	4	0	-1.5	4	-1.0	-0.2	0.1	3	1	-1.9
Cc1ccccc1NC(=O)c1ccc(Nc2c([N+](=O)[O-])cc([N+](=O)[O-])c3ccccc23)cc1	-8	2	2	-1.5	1	-1.0	-3.6	-1.9	0	3	-3.0
COc1cc(Br)cc(C2C3=C(CCCC3=O)N(c3ccc(F)cc3)C3=C2C(=O)CCC3)c1O	2	-12	0	-0.9	1	-0.1	-1.6	1.9	0	-4	-0.7
Cc1ccc(S(=O)(=O)N2CCN(C(=O)c3ccc(-n4cncn4)c([N+](=O)[O-])c3)CC2)cc1C	-2	1	2	-1.4	1	-0.5	-0.6	-1.1	-2	-2	-1.4

Going on with the list.
structure	SMARCA2 activ	ADAM17 inh	PLCg1 inh	ssDAF-12 act	PLC-beta3 inh	DAX1 inh-1	hgDAF-12 ag	DAX1 inh-2	MBD2 inh	Rev-erbA mod	hcDAF12 agonist
CC(=O)Oc1ccccc1Cn1c(C)c(C(=O)NCc2cccc(Cl)c2)sc1=O	-2	4	1	-1.7	1	-0.9	-2.3	nt	-2	-8	-1.5
CC/C(Cc1ccccc1)=N/NC(=O)CNC(=O)c1ccc(Cl)cc1Cl	-3	5	11*	-0.9	-1	0.1	-2.5	0.1	-4	2	-3.8
O=S(=O)(N1CCCCCC1)N1CCN(S(=O)(=O)N2CCCCC2)CC1	-4	-6	1	-1.8	0	-0.7	2.0	-0.1	4	-2	-0.4
CCOc1ccc(CCN2C(=S)N([C@@H](CC(C)C)CN3CCCC3CN3C(=S)NC[C@@H]3CC(C)C)C[C@@H]2Cc2ccccc2)cc1 (some centres undefined)	1	4	4	-0.7	6	4.8*	-2.1	0.9	2	3	-0.6
CCOc1ccc(-c2nc(N)ncc2-c2ccc(OC)cc2)c(O)c1	0	0	-13	-1.1	-15	-1.2	-4.6	-0.7	0	9	-3.5
COc1ccccc1NC(=O)Cc1ccc(-c2ccccc2)cc1	0	5	1	-1.0	-4	-0.1	-0.9	1.2	-2	2	-2.9
COc1ccc(-c2ccc3sc4ccccc4c(=O)c3c2)cn1	7	-6	-2	-0.6	-5	0.6	10*	2.1	1	58*	1.9
COC(=O)c1ccc(COc2ccccc2/C=C(\C#N)C(=O)Nc2c(C)cc(C)cc2C)cc1	-2	-2	-4	-1.1	1	-0.7	0.9	2.5	8	5	-2.4
O=c1[nH]c2ccccc2nc1/C=C/c1ccc(Cl)cc1	1	-10	-33	-0.7	-36	0.7	2.2	1.3	-6	2	-0.5
O=C(CCCOc1ccc(Cl)cc1Cl)NCCCO	2	1	2	-1.1	3	-0.4	-0.2	-0.1	2	-1	-0.1
Cc1cc(C)cc(NC(=S)N2CCN(CCO)CC2)c1	3	-2	3	-1.7	3	0.5	-2.2	-0.5	-2	0	0.1
Cc1cnn(CCC(=O)NNC(=S)Nc2ccccc2)c1	-3	12*	5	-1.6	6	0.3	0.5	-1.2	-3	-2	-0.6
COCCn1nnnc1C(c1cccc(C(F)(F)F)c1)N1CCN(Cc2ccccc2)CC1 (centres undefined)	0	-4	-1	-1.2	1	0.9	0.1	0.1	0	-1	-2.0
O=C(Nc1ccc(N2CCOCC2)cc1)c1ccc(Cl)cc1N1CCCC1=O	-2	-3	-6	-1.1	-14	-0.6	0.7	-1.0	-3	-3	-0.7
C=CCOc1ccc(/C=C/C(=O)OCC(=O)N(C)CC(=O)Nc2ccccc2Cl)cc1	-1	-4	-2	-0.7	-7	2.0	2.5	0.4	-3	-3	1.1

Additional structures.
structure	SMARCA2 activ	ADAM17 inh	PLCg1 inh	ssDAF-12 act	PLC-beta3 inh	DAX1 inh-1	hgDAF-12 ag	DAX1 inh-2	MBD2 inh	Rev-erbA mod	hcDAF12 agonist
O=C(CSc1nc2ncccc2[nH]1)NCc1ccco1	-1	-2	-2	-0.6	-25	2.5	3.9	0.6	2	0	0.5
Cc1c(C(=O)Nc2ccc(S(=O)(=O)N(C)C3CCN(C)CC3)cc2)oc2c(Cl)cccc12	1	0	-9	-1.1	-12	-1.1	-1.5	-3.1	1	-3	-3.2
COC(=O)Nc1ccc(S(=O)(=O)N2CCCC(C(=O)N3CCN(C)CC3)C2)cc1 (centres undefined)	3	-2	-1	-0.6	-6	-0.1	-3.0	-1.5	0	11	-0.1
CC(C)(C)OC(=O)N1CCCN(C(c2ccnc3ccccc23)c2nnnn2-c2ccc3c(c2)OCCO3)CC1 (centres undefined)	-4	5	1	-1.3	-2	-0.4	-4.7	nt	-4	-4	-1.7
CCCCCCCSc1nc(N)cc(=O)[nH]1	-1	0	0	-1.3	0	0.3	-2.9	0.4	-2	3	2.1
CN(C)C(=O)c1snnc1-c1ccccc1	2	-3	3	-0.5	1	0.0	-1.1	0.5	5	2	-1.7
CC(C)COC(=O)c1cccc2c1-c1ccccc1/C2=N\O	-2	3	-16	-1.6	-16	-0.2	0.7	0.6	3	-5	0.4
COc1ccc(-n2c(C)nc3cc(C(=O)N4CCOCC4)ccc32)cc1	2	-3	-1	-1.0	0	-0.2	-2.5	-0.6	1	1	-1.5
O=C(CCNC(=O)c1ccccc1Cl)Nc1cc(C(F)(F)F)ccc1N1CCCC1	-2	2	-1	-1.7	0	-1.7	-1.6	-0.7	-6	-2	-3.7
Cc1ccccc1-c1cnc(C(O)c2c(C)cccc2C)[nH]1 (centres undefined)	-3	4	2	-1.3	8	-0.6	3.3	nt	-3	-2	-1.8
O=C1NC(Nc2nccs2)(C(F)(F)F)C(=O)N1CCc1ccccc1 (centres undefined)	-2	-2	1	-1.5	1	-0.8	-1.2	-1.1	-2	2	-1.9
COc1ccc(C2(CNC(=O)c3ccc(C)cc3)CCOCC2)cc1	-1	3	2	-1.9	8	-0.1	-0.2	0.0	-2	8	-1.8
COc1ccc(S(=O)(=O)N2Cc3ccccc3CC2C(=O)Nc2nccs2)cc1 (centres undefined)	9.8*	3	2	-0.4	2	1.4	10	1.7	-6	2	3.4
O=c1c2ccccc2sn1-c1cc(S(=O)(=O)N2CCOCC2)ccc1N1CCCC1	0	1	-4	-1.0	0	-0.6	-0.5	-0.2	-5	4	-0.6
